Screening data (PubChem)
V1R ag counter = V1a receptor agonism, counter-screen for OXTR agonists; P37288; CHO-V1R cells, Fluo-8 calcium fluorescence, agonist mode; 0% DMSO, 100% 3 nM vasopressin; activation, % at 3 µM; 320,000 compounds, 0.25% hits;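 active = activation above the mean activation of all tested compounds plus 3 SD, per screening run, cut at about 20% in these data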;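 also: signal is peak over basal fluorescence ratio across a 100 second FLIPR read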
Target sequence (P37288 whole entry, looked up): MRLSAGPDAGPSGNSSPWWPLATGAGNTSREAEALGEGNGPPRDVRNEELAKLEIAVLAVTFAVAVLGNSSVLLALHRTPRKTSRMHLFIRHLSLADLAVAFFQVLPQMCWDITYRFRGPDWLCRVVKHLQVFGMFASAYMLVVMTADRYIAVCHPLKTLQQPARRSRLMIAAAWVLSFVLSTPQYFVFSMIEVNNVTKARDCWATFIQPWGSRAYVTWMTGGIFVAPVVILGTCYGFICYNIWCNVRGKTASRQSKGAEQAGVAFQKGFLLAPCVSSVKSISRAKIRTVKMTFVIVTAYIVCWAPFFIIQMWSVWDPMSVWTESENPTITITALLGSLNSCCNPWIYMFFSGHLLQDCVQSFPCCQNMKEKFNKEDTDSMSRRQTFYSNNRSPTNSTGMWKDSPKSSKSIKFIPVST
TAAR1 antagonist = antagonists of human TAAR1; Q96RJ0; CHO RD-HGA16 TAAR1, Fluo-8 calcium fluorescence, antagonist; inhibition, % at 3 µM; 360,000 compounds, 1.5% hits; AID 624466;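 active = inhibition above a per-plate cutoff, the mean inhibition of test compounds on that plate plus 3 SD, cut at about 49% in these data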;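 also: 0% = DMSO plus EC80 beta-PEA response and 100% = DMSO alone without agonist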
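Test system: hTAAR1-expressing CHO RD-HGA16 cells, Gα16-coupled; Probe or stimulus: EC80 β-phenethylamine stimulus; Compound dosing: single nominal final test compound concentration of 3 µM; Timing: 140 s kinetic read after compound, 140 s after agonist; Signal: Fluo-8 calcium-sensitive fluorescence; Measure: % inhibition of agonist calcium response; Controls: DMSO and EC80 PEA controls.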
CHO parental Ca = counter-screen: ATP calcium response change in parental CHO cells | parental CHO-K1, ATP-induced calcium, Fluo-8 fluorescence | 330,000 compounds, 0.63% hits | inhibition, % at 5.6 µM | AID 463079;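 active = inhibition above that plate's mean sample inhibition plus 3 SD, cut at about 26% in these data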;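 also: 0% = ATP-challenged DMSO wells and 100% = DMSO wells without ATP; some compounds past the cut are filed as inactive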
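Assay system: parental CHO cells; Read-out basis: percent inhibition of ATP-evoked calcium rise, normalized to controls; Benchmarks: ATP and no-ATP DMSO wells; Compound dosing: single nominal dose of 5.6 µM per compound; Signal: Fluo-8 calcium dye fluorescence; Also added: ATP as calcium-mobilizing challenge; Repeats: singlicate.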
OXTR agonist = human OXTR agonism. CHO-OTR cells, Fluo-8 calcium fluorescence; normalized: DMSO 0%, oxytocin 100%. activation, % at 3 µM. 320,000 compounds, 0.32% hits. AID 2435;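 active = activation above the mean of all tested compounds plus 3 SD, cutoff set per screening run, cut at about 20% in these data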;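 also: peak over basal fluorescence ratio from a 100 s FLIPR kinetic read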
Target sequence (P30559 whole entry, looked up): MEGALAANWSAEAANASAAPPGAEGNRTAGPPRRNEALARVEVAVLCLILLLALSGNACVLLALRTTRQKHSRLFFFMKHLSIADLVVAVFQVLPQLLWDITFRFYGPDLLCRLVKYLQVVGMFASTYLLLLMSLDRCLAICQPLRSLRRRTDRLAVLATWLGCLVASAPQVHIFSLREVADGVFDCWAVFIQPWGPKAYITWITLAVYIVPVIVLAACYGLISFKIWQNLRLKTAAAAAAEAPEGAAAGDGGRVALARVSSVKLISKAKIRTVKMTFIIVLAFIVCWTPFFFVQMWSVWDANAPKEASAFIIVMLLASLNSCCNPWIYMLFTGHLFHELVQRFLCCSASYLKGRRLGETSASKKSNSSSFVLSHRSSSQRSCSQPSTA
CHO-K1 Ca antag = nonselective inhibitor or artifact in parental CHO-K1 cells; inhibition, % at 3 µM; 360,000 compounds, 0.6% hits; ATP-induced calcium, Fluo-8 fluorescence; AID 602250;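 active = inhibition above a per-plate cutoff, the plate's mean sample inhibition plus 3 SD, cut at about 24% in these data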;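 also: 0% = DMSO plus EC80 ATP and 100% = DMSO alone without ATP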
OXTR potentiator = potentiates the human oxytocin receptor response; P30559; CHO-OTR cells, Fluo-8 calcium fluorescence, potentiator mode; 0% = oxytocin EC15, 100% = EC100; activation, % at 3 µM; 320,000 compounds, 0.061% hits;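 active = activation above that plate's cutoff, the mean activation of tested compounds plus 3 SD, cut at about 6.6% in these data, passing the limit was not always enough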;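 also: 100% uses oxytocin at 75 nM as the full agonist control; some results filed as inactive read as strong as hits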
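Assay system: CHO cell line stably expressing human OTR | Also added: Oxytocin at about EC15, sub-maximal agonist stimulus | Times: Compound 6 min at room temperature before oxytocin, 100 s read | Measured by: Fluo-8 intracellular calcium fluorescence, ex 470-495, em 515-575 nm | Controls: EC15 oxytocin alone as 0%, 75 nM oxytocin as 100%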
GPR7 antagonist = antagonists of human GPR7 (neuropeptides B/W receptor 1) | AID 1861 | 290,000 compounds, 1.1% hits | inhibition, % at 4.4 µM | GPR7-expressing cells, fluorescence antagonist assay; in the data active = inhibition above about 16%, passing the limit was not always enough;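 also: cells stimulated with the agonist NPW; 0% = agonist with vehicle and 100% = vehicle without agonist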
M1 ag parental = M1 agonist counterscreen hit in parental CHO-K1 cells; Fluo-8 calcium fluorescence; scaled to maximal ATP response, vehicle zero; 360,000 compounds, 0.48% hits; activation, % at 3 µM; in the data active = activation above about 15%;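 also: untransfected CHO-K1 host cells lacking M1 receptor as counterscreen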
M1 PAM parental = counter-screen for M1 PAMs: effect in parental CHO-K1 cells | activation, % at 3 µM | AID 602247 | 360,000 compounds, 0.02% hits | ATP EC20, Fluo-8 calcium fluorescence; 0% at ATP EC20, 100% at ATP max;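 active = activation above the run cutoff, the mean activation of all test compounds plus 3 SD, cut at about 40% in these data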;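 also: peak over basal fluorescence ratio in a 140 s read after ATP addition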
An asterisk follows results filed as active; / = not tested or not shown.

SMILES	V1R ag counter	TAAR1 antagonist	CHO parental Ca	OXTR agonist	CHO-K1 Ca antag	OXTR potentiator	GPR7 antagonist	M1 ag parental	M1 PAM parental
COCCNC(=O)CSc1nc2cc3c(cc2c(=O)n1Cc1ccco1)OCO3	-0.3	8	-10	0.8	3	-2	10	1.4	15
COC(=O)c1sc(NC(=O)CSc2n[nH]c(N)n2)c(C(=O)OC)c1C	2.1	-1	5	-0.3	-17	-19	5	0.1	14
Cc1cc(NC(=O)CCSc2nc(-c3ccco3)cc(C(F)(F)F)n2)no1	0.3	12	-9	1.8	11	-4	-6	0.4	11
COc1ccc(Cl)cc1CNC[C@H]1O[C@@H](n2cnc3c(=O)[nH]c(N)nc32)[C@H](O)[C@@H]1O	/	-8	/	/	6	/	/	-0.1	7
Cc1ccc(N=Nc2c(O)ccc3n[nH]nc23)cc1	/	-28	/	/	-16	/	2	7.6	7
C=CCNC(=O)/C(=C\c1ccc2c(c1)OCO2)NC(=O)c1ccc(Br)cc1	0.8	4	-8	-0.2	9	-4	2	0.3	-7
O=C(N1CCOCC1)C12CCC3CC(CC(C3)C1)C2	0.0	3	-4	-1.1	-8	-1	-6	0.4	5
COc1ccc(CNc2n[nH]c(NCc3ccc(OC)c(OC)c3)n2)cc1OC	0.9	4	-11	0.3	-5	-10	5	0.3	13
COc1ccc2nc(C)c3c(c2c1)OC(C)C3 (stereo not drawn)	1.3	-2	-8	-0.6	-8	-1	-15	1.1	23
COc1ccc(C)cc1N(CC(=O)N/N=C/c1ccccc1C(=O)O)S(=O)(=O)c1ccccc1	-0.2	-21	-15	-0.4	10	-5	-5	-0.1	-9
CC(COc1ccc(/C=C/c2ccccc2)cc1)[N+](C)(C)C (stereo not drawn)	16	12	-2	7.5	-2	-8	/	1.5	14
COc1ccc(CN2C[C@@H](CO)O[C@@H](n3cnc4c(N5CCCC5)ncnc43)C2)cc1	/	3	/	/	-12	/	/	1.2	19
Cc1[nH]c(=O)[nH]c(=O)c1S(=O)(=O)N1CCCC(C(=O)NCc2ccc3c(c2)OCO3)C1 (stereo not drawn)	6.4	-4	2	0.5	-10	-5	-6	0.1	7
COc1ccc2nc(NC(=O)c3cnccn3)sc2c1	-0.3	-14	-6	1.0	-1	-1	-7	1.7	9
O=C(Nc1cccc(O)c1)c1cc(-c2ccc3c(c2)OCO3)on1	4.5	6	9	3.7	-7	-7	4	1.2	-12
c1ccc(-n2ncc3c(NCCCN4CCOCC4)ncnc32)cc1	1.1	-18	3	1.9	10	4	-8	0.6	-6
C=CCn1c(=O)n(CCC#N)c(=O)n(CCC#N)c1=O	0.5	12	-4	-0.1	-2	-2	-4	2.1	17
CCCCC1=CC2=CC(=O)C(C)(OC(=O)CC)C(=O)C2=CN1C1CCCC1 (stereo not drawn)	0.9	8	-23	-1.1	-22	0	/	-0.2	21
Cc1cccc(-n2c(SCC(=O)O)nc3sc4c(c3c2=O)CCC4)c1	0.7	-17	2	0.2	-8	2	-17	0.6	14
CCn1c(SCC(=O)N2CCCC(C)C2)nnc1-c1ccco1 (stereo not drawn)	0.3	-9	-4	0.8	-9	2	-5	0.2	4
O=C(CCc1nc2ccccc2s1)OCC(=O)N1CCN(C(=O)c2ccco2)CC1	2.7	13	-12	-0.6	16	-5	-2	-0.3	-5
O=C(NCc1cccnc1)Nc1cccc(F)c1	-0.6	-10	-5	0.0	6	-13	3	-0.1	-6
Cc1ccc(OCc2cc(C(=O)NC3CCc4ccccc43)no2)cn1 (stereo not drawn)	/	3	/	/	8	/	14	8.6	-27
CCCCC(=O)N(C)c1c(C)nc2ccc(C(=O)N3CCCCC3)cn12	/	-23	/	/	-4	/	/	0.9	22
NC(=O)CC(NC(=O)Cc1ccc(Cl)cc1)c1ccc(NC2CCCCCCC2)c([N+](=O)[O-])c1 (stereo not drawn)	0.2	9	-22	-1.4	-13	-2	-17	0.1	3

(next part)
SMILES	V1R ag counter	TAAR1 antagonist	CHO parental Ca	OXTR agonist	CHO-K1 Ca antag	OXTR potentiator	GPR7 antagonist	M1 ag parental	M1 PAM parental
COc1ccccc1C(CNC(=O)CSc1ccc2ccccc2c1)N(C)C (stereo not drawn)	6.1	0	-18	5.2	2	-12	12	3.2	-10
O=S(=O)(Nc1ccc2nc(C(F)(F)F)[nH]c2c1)c1ccccc1	4.3	-7	-8	4.8	0	-7	-16	6.9	9
COc1ccc(C=C(C(=O)O)c2ccc(OC)cc2)cc1	/	-12	/	/	-8	/	/	0.8	0
CC[C@@H](C)[C@H](NC(=O)CCc1c(C)c2cc3c4c(oc3c(C)c2oc1=O)CCCC4)C(=O)O	0.3	-5	-6	-1.1	-20	-13	5	-0.3	5
COc1ccc(OCC(=O)NC(CC(=O)O)c2ccc(OC)c(OC)c2)cc1 (stereo not drawn)	0.4	-8	-13	1.1	-7	6	-1	0.4	16
Fc1ccc(Br)cc1C1C=C(c2ccc(Br)s2)Nc2ncnn21 (stereo not drawn)	0.1	/	-6	3.6	4	-20	-1	0.4	-4
CCCOc1ccc(CNC(=S)N/N=C/c2ccc([N+](=O)[O-])cc2)cc1	-1.2	-12	-19	-1.2	-9	-7	0	0.8	13
Brc1ccc2nc(-c3cccs3)c(NCC3CCCO3)n2c1 (stereo not drawn)	-1.2	32	-21	-2.5	-20	1	-9	3.6	15
CN(C)c1ccc(CNc2ccc3c(c2)ncn3C)cc1	-0.1	2	-15	0.9	/	2	-8	/	/
COc1ccc(COC(=O)c2ccc(N3CCCC3=O)cc2)cc1F	2.9	5	-16	4.5	-4	-4	-10	0.8	18
CCC(C(=O)NN1C(=O)c2ccccc2C1=O)c1ccccc1 (stereo not drawn)	-0.1	-13	-17	1.9	-11	-10	-8	1.4	13
CC(=O)c1cccc(NC(=O)N2CCC(NC(=O)c3ccco3)CC2)c1	0.9	1	-10	0.2	-11	-1	-12	0.8	22
C(=N\Nc1nc2ccccc2s1)/c1ccccn1	0.9	2	6	3.1	/	-6	-3	/	/
Cc1cc(C)nc(NC(=O)CSc2ncccn2)n1	-0.3	/	-14	-0.1	/	-4	-8	/	/
CCc1nnc(NC(=O)C2CC(=O)N(Cc3ccco3)C2)s1 (stereo not drawn)	0.6	6	-3	0.3	-7	3	-1	1.9	18
Cc1cccc(-c2nc(CS(=O)CC(=O)NC3CCCCC3)c(C)o2)c1 (stereo not drawn)	0.3	-17	-7	-1.0	-11	-3	-5	0.5	5
COc1ccc(NS(=O)(=O)c2ccc(NC(=O)c3ccccc3Br)cc2)nn1	-0.1	4	0	1.3	-5	-20	-1	0.7	7
OCCCNC(=S)Nc1ccc2nc(-c3ccccn3)c(-c3ccccn3)nc2c1	0.3	-4	-11	-0.8	-23	-8	-1	1.1	11
COC(=O)C1=C(C(=O)c2ccc(C)cc2)C(c2ccc(OC)c(OC)c2)n2nnnc2N1 (stereo not drawn)	0.2	-5	1	-0.1	5	-12	-6	1.0	-5
Cc1cc(C(=O)OCC(=O)NCc2ccccc2)c2ccccc2n1	3.1	-5	-17	2.2	-1	-3	/	2.2	-4
Cc1cc(C)c(NC(=O)CCN2CCN(Cc3ccccc3)CC2)c(C)c1	1.4	-3	-15	-0.1	0	-6	/	4.4	14
COc1cccc(/C=N/Nc2ccc([N+](=O)[O-])cc2)c1O	8.2	16	-6	0.9	9	-8	11	4.5	-12
Cn1c2ccccc2c2cnn(CC(=O)N3CCCCC3)c(=O)c21	0.3	6	-6	0.0	-8	1	-15	1.6	23
Cc1nccn1CCc1n[nH]c(=S)n1Cc1ccccc1	0.3	17	-12	0.5	-4	-1	-3	1.0	14
NNC(=O)CCN(Cc1ccco1)S(=O)(=O)c1ccc(Cl)cc1	0.8	-5	-11	-1.4	15	-16	-14	2.1	-8

The list goes on:
SMILES	V1R ag counter	TAAR1 antagonist	CHO parental Ca	OXTR agonist	CHO-K1 Ca antag	OXTR potentiator	GPR7 antagonist	M1 ag parental	M1 PAM parental
O=[N+]([O-])c1cccc(-c2n[nH]c(=S)n2Cc2ccccc2)c1	0.6	-15	-10	-0.1	-14	-1	-6	0.4	15
C=CCn1c(-c2ccoc2)n[nH]c1=S	0.7	8	0	0.4	-8	-6	-4	0.3	-5
O=S(=O)(c1cnc(Cl)c(Cl)c1)N1CCc2ccccc21	-1.2	5	-8	-2.5	-7	-5	14	0.3	7
Cc1cc(N)n2ncc(-c3ccccc3)c2n1	1.6	5	-8	1.6	-4	-13	-6	-0.3	10
O=C(O)c1nn(CCOc2c(Cl)cccc2Cl)c(=O)c2ccccc12	3.6	28	-28	1.1	-9	-5	-25	2.9	7
O=C(CSc1ccc2c(c1)OCCO2)Nc1cccc(S(=O)(=O)N2CCCCC2)c1	6.2	3	-15	3.8	-10	-13	-4	0.2	11
O=C1CSC(=S)N1/N=C/c1cccc(C(F)(F)F)c1	1.1	11	-11	0.6	-16	-8	-11	-0.2	-1
O=S(=O)(NC1CCCCC1N1CCC(O)CC1)c1ccc(Cl)cc1 (stereo not drawn)	0.9	-6	-4	-0.3	-4	-6	-6	0.9	-7
CCOC(=O)C1(Cc2cccc(OC)c2)CCN(Cc2ccc(OC)c(O)c2)CC1	2.5	2	-18	3.0	-6	-18	-5	3.2	-10
Cc1nn(C)c(C)c1/C=C(/C(=O)C(C)C)n1cncn1	1.3	0	-26	0.1	10	1	-7	2.3	-12
NC(=O)c1cc([N+](=O)[O-])ccc1Nc1ccccc1	-1.2	2	-9	-1.7	-7	-7	/	-0.6	16
CCOc1ccc(OCCC(=O)N2CCN(S(=O)(=O)c3ccc(OCC)cc3)CC2)cc1	8.6	-7	-14	2.5	0	-6	6	1.1	7
COCCNC(=O)C1CCCN(C(=O)COCc2ccccc2)CC1 (stereo not drawn)	/	12	/	/	-4	/	/	0.3	6
COc1ccccc1N1CCN(C(=O)CSc2nnc(NC(=O)C3CC3)s2)CC1	2.0	7	-15	-2.4	-3	-13	-12	2.0	15
CC(C)Cn1c(SCC(=O)NCc2ccc(Cl)cc2)nnc1-c1cccc(S(=O)(=O)N2CCOCC2)c1	0.1	-4	-22	3.7	-13	-3	6	3.0	20
NS(=O)(=O)c1ccc(CCNC(=O)C(=O)c2c[nH]c3ccccc23)cc1	1.4	-6	-1	0.7	13	4	-6	0.5	-9

Three structures already listed, arranged by number of heavy atoms, falling.
SMILES	V1R ag counter	TAAR1 antagonist	CHO parental Ca	OXTR agonist	CHO-K1 Ca antag	OXTR potentiator	GPR7 antagonist	M1 ag parental	M1 PAM parental
CCOc1ccc(OCCC(=O)N2CCN(S(=O)(=O)c3ccc(OCC)cc3)CC2)cc1	8.6	-7	-14	2.5	0	-6	6	1.1	7
CCOC(=O)C1(Cc2cccc(OC)c2)CCN(Cc2ccc(OC)c(O)c2)CC1	2.5	2	-18	3.0	-6	-18	-5	3.2	-10
O=C(O)c1nn(CCOc2c(Cl)cccc2Cl)c(=O)c2ccccc12	3.6	28	-28	1.1	-9	-5	-25	2.9	7
